PLCg1 inh – blocks human PLC-gamma1 enzyme activity; P19174; purified PLC-gamma1, fluorogenic substrate, fluorescence; inhibition, % at 12.2 µM; 370,000 tested, 0.84% active; AID 720700; in the data active = inhibition above about 9.5%
TDP2 absorb – TDP2 (human) inhibition, absorbance primary screen; inhibition, % at 12.8 µM; AID 720702; recombinant TDP2, T5PNP hydrolysis, p-nitrophenol absorbance 415 nm; 370,000 tested, 0.34% active;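 active = inhibition above the mean of all tested compounds plus 3 SD, set per campaign, cut at about 25% in these data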;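 also: 0% = DMSO with enzyme and 100% = buffer with substrate but no TDP2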
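System: recombinant human TDP2 / Amount: 120 nM TDP2 per well / Also added: 5 mM T5PNP chromogenic substrate / Doses: 12.8 µM single point, 1% DMSO / Incubation: 2 h at 37 °C / Detection: p-Nitrophenol epi absorbance / Evaluation: % inhibition relative to enzyme-containing and enzyme-free wells / Repeats: singlicate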
LEDGF integ inh – blocks HIV-1 LEDGF/p75-dependent DNA integration | TR-FRET IN-LEDGF/p75 DNA integration, Eu/Cy5 | inhibition, % at 3.7 µM | 370,000 tested, 0.64% active | AID 743269;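 active = inhibition above the screen-wide mean plus 3 SD, cut at about 13% in these data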;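 also: signal is the Cy5 over europium emission ratio at 671 and 618 nm; 0% = plate median of compound wells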
ADAM17 inh – inhibits human ADAM17; P78536; recombinant ADAM17, EDANS/DABCYL FRET peptide cleavage; inhibition, % at 6.95 µM; 370,000 tested, 0.83% active; AID 720648;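 active = inhibition above the mean of compounds lying between control limits plus 3 SD, set per campaign, cut at about 8.5% in these data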;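 also: 0% = DMSO-only wells as the low control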
proKLK7 act – proKLK7 (human) activation, primary screen | purified proKLK7, EDANS-DABCYL substrate fluorescence; 100% is mature enzyme control, 0% vehicle | activation, % at 7 µM | 370,000 tested, 0.9% active | AID 652039;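 active = activation above the mean of all tested compounds plus 3 SD, computed per campaign excluding outliers beyond control limits, cut at about 13% in these data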
ARFGAP1 inh – inhibitors of rat ARFGAP1. inhibition, % at 16.5 µM. Arfgap1-stimulated ARF1 GTP hydrolysis, GDP FP detection. AID 651572. Q62848. 360,000 tested, 0.26% active;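 active = inhibition above a per-plate limit, mean inhibition of low control wells plus 3 SD, cut at about 25% in these data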;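 also: 0% = DMSO wells with enzyme and 100% = wells lacking Arfgap1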
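Material: truncated rat Arfgap1 GAP domain; Incubation: compound-enzyme preincubation 20 min, reaction 120 min, detection 60 min, 25 °C; Read-out: percent inhibition of Arfgap1-stimulated GTP hydrolysis; Technique: FP, GDP Alexa 633 tracer displaced from anti-GDP antibody, 620/688 nm; Controls: No-Arfgap1 wells (100%) versus DMSO full-reaction wells (0%); Replication: single well per compound.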
Tn6 DDE FP – inhibitors of Tn6 peptide binding to human fibrin DD(E); P02675; 370,000 tested, 0.21% active; Fibrin DD(E) TRITC-Tn6 fluorescence polarization displacement; inhibition, % at 8.3 µM; AID 720509;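 active = inhibition above a per-campaign cutoff: mean of compounds within control limits plus 3 SD, cut at about 15% in these data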;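 also: 0% = median of all compound wells on the plate and 100% = blocking peptide control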
ADAM10 inh – inhibits human ADAM10. recombinant ADAM10, EDANS/DABCYL FRET peptide cleavage, 3 h. inhibition, % at 7 µM. 370,000 tested, 0.62% active. AID 720582;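 active = inhibition above a per-campaign cutoff equal to the mean of compounds falling between control-based bounds plus 3 SD, cut at about 20% in these data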;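 also: 0% = DMSO wells while the 100% control is not disclosed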
ASAP1 GAP inh – blocks human ASAP1-stimulated Arf1 GTP hydrolysis. Q9ULH1. GDP FP detection. inhibition, % at 16.5 µM. 360,000 tested, 0.19% active. AID 624377; in the data active = inhibition above about 25%;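 also: 0% = vehicle with enzyme and substrate and 100% = no enzyme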
DDE Tn7 FP inh – disrupts Tn7 cyclic peptide binding to fibrin D-Dimer-E complex; P02675; FP displacement of FITC-Tn7 peptide from fibrin DD(E); 0% = median of compound wells per plate; inhibition, % at 8.3 µM; 370,000 tested, 0.13% active; AID 720508;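 active = inhibition above the mean of compounds falling within the control limits plus 3 SD of them, cut at about 14% in these data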;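 also: 0% = plate median of compound wells and 100% = 10 µM Aha-Tn7 peptide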
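Assay system: human fibrin DD(E) protein / Input: 2 µM fibrin DD(E) / Benchmarks: high control of 10 µM Aha-Tn7 peptide / Measured by: fluorescence polarization of the labelled Tn7 tracer / Medium: Tris buffer with calcium and detergent, pH 7.8 / Timing: 10 min compound pre-incubation, 3 h probe incubation at room temperature / Repeats: one replicate per compound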
The depositor's hits bear a star; i = inactive; . = not tested or not shown.

Values run as follows: ADAM10 inh	TDP2 absorb	PLCg1 inh	DDE Tn7 FP inh	ADAM17 inh	proKLK7 act	Tn6 DDE FP	ARFGAP1 inh	ASAP1 GAP inh	LEDGF integ inh
> N#C/C(=C\c1ccccc1)c1n[nH]c(Cn2cncn2)n1
    -7	10	-2	1	-5	-0.1	-3	5	-1	-1
> OCCC1CN(Cc2nc3ccccc3s2)CCN1C1CCCCC1 (stereo unspecified)
    8	-1	1	-2	0	-0.7	7	8	-1	3
> O=C1NN(c2ccc(F)cc2)C(=O)/C1=C\C=C\c1ccco1
    2	3	2	-6	3	-0.2	-7	8	-3	1
> COc1ccc(C)cc1N(CC(=O)NC(C)c1ccccc1)S(C)(=O)=O (stereo unspecified)
    -1	1	-1	8	-2	-0.5	-4	4	0	-3
> COC(=O)C1=C(C)Nc2ncnn2C1c1ccccn1 (stereo unspecified)
    2	-1	1	-5	-7	0.0	-8	3	4	3
> Cc1ccccc1OCc1csc(N)n1
    0	-13	5	-5	6	-0.6	2	-10	0	2
> CCCN(CCC)C(=O)CC(c1ccccc1)c1ccc(C)cc1O (stereo unspecified)
    9	2	5	7	3	0.4	4	-4	-9	-5
> COc1ccc(/C=C2\N=C(c3ccc(C)cc3)OC2=O)cc1
    -7	-1	1	-7	-5	-3.9	6	-1	-8	-4
> CNC[C@@H]1Oc2ccc(NS(=O)(=O)c3ccc(Cl)cc3)cc2C(=O)N([C@H](C)CO)C[C@@H]1C
    -1	0	3	-1	2	0.3	3	0	4	0
> O=C(CN1CCN(c2ccccc2)CC1)NCc1ccc(F)cc1
    1	-5	1	12	-4	-0.6	7	-1	-1	0
> CCC(CO)Oc1cc(NC(=O)c2ccccc2F)c2ncn(C(C)C)c2c1 (stereo unspecified)
    -4	12	-7	4	-2	1.0	-1	5	-5	8
> CCCCSC1(SCCCC)N=C(N)C2(C#N)C(c3ccccc3)NC(C)=C(C)C12C#N (stereo unspecified)
    -164	3	-75	1	-58	-1.4	-2	-5	-12	1
> Cc1ccc(NC2Sc3ccccc3NC2=O)cc1Cl (stereo unspecified)
    3	-14	0	-2	3	0.2	-1	8	-10	-3
> O=C(N/N=C/c1ccc2c(c1)OCO2)/C(=C/c1ccc2c(c1)OCO2)NC(=O)c1ccccc1
    2	-3	-53	-5	-2	-4.3	-6	10	-3	4
> CCN1CCN(c2nc(Nc3cccc(C)c3)nc(N)c2[N+](=O)[O-])CC1
    -1	5	3	2	-3	-0.6	-4	4	8	2
> Cc1ccc(/C=C/c2nnc(-c3ccc(C)cc3)o2)cc1
    -5	-17	-4	3	-6	0.1	4	-5	-1	-2
> CCCCSc1nc(C)cc(SCC(=O)N/N=C/c2cccc(OC)c2O)n1
    11	-13	-18	-4	14*	-1.7	0	4	-2	-5
> COc1ccc2c(c1)CC/C(=C/c1ccco1)C2=O
    -77	-4	-52	-8	-20	-1.8	2	-14	-9	4
> CCN(CC)c1ccc(C2Nc3cccc4cccc(c34)N2)cc1
    14	-1	-12	1	-5	-1.2	-12	6	12	9
> c1ccc2nc(-c3ccc(N4CCOCC4)cc3)ccc2c1
    -59	2	-125	-6	-12	1.2	7	4	8	0
> COc1ccccc1-c1ccc(C(=O)O)o1
    -133	8	-17	-5	-59	0.8	-3	9	-6	0
> CN(CC(=O)NCc1ccncc1)S(=O)(=O)c1ccccc1
    0	10	-1	-11	-1	0.2	-1	12	-16	-1
> O=C(NCCN1CCOCC1)c1ccccc1-c1ccccc1
    -3	-5	1	-7	3	0.2	0	12	10	3
> Nc1nnc(SCC(=O)NC2CCCC2)s1
    -3	1	4	2	-4	-0.2	5	0	5	-8
> CCOC(=O)C(C)n1cnc2c(nnn2-c2ccc(F)cc2)c1=O (stereo unspecified)
    -7	-15	-1	10	-2	-0.8	1	1	6	1
> CCc1nc2cccnc2n1-c1ccc(C(=O)O)cc1
    -5	2	-6	-2	-4	-0.5	2	1	-8	5
> O=C1CCCCCN1C(=O)c1cccc(C(=O)N2CCCCCC2=O)c1
    3	8	1	0	-2	-0.2	1	-6	-8	1
> CCCN(C)C1CN(Cc2cn(Cc3ccc(Cl)cc3)nn2)S(=O)(=O)C1 (stereo unspecified)
    -7	-5	1	-8	-1	0.3	2	-1	-7	7
> CCCCNC(=O)C1CC(c2cccc(F)c2)=NO1 (stereo unspecified)
    -11	-8	1	1	-2	-0.7	3	-3	-1	11
> CC(C)N1CCN(c2ccc(OC[C@H]3CO[C@](Cn4cncn4)(c4ccc(Cl)cc4Cl)O3)cc2)CC1
    -5	-1	-1	-2	-6	0.3	-1	-7	3	-2
> O=C(NC1CCN(S(=O)(=O)c2ccc(F)cc2)CC1)c1cccnc1
    1	1	0	3	-6	0.0	4	5	1	-6
> COC(=O)C[C@H]1CC[C@H]2[C@H](COc3ccc(NC(=O)Nc4ccccc4F)cc3C(=O)N2C)O1
    2	-7	0	-4	0	0.7	3	.	.	1
> Cc1ccc(NC(=O)C(=O)NC(C)C2COc3ccccc3O2)cc1 (stereo unspecified)
    1	-2	1	8	-1	0.7	-1	4	4	-1
> Cc1nn(C)cc1CN(C)C(=O)c1cc2nc(-c3ccco3)cc(C(F)(F)F)n2n1
    -214	2	i	0	-63	16*	7	-2	4	-1
> CCOC(=O)c1c(NC(=O)C2CCCCC2)sc2c1CCN(CC)C2
    -13	-5	-2	-3	-4	-0.3	5	1	10	-1
> Cc1cc(C)n2nc(SCC(=O)Nc3ccccc3C)nc2n1
    3	4	0	8	-5	-0.5	-5	4	-9	-7
> CCCOc1ccc2cc(C(=O)NCc3ccccc3)c(=O)oc2c1
    -458	-16	-58	6	-186	-0.4	3	2	1	-5
> Cc1occc1C(=O)N/N=C/c1cnn(C)c1C
    -2	-7	-2	3	-3	0.4	3	2	-9	-5
> COCCN(CCOC)S(=O)(=O)c1ccc(C(=O)Nc2nnc(CSC)o2)cc1
    11	-11	4	-6	4	-0.7	-6	2	11	-2
> CC1C(C#N)=C(N)OC2=C1C(=O)CC(C)(C)C2 (stereo unspecified)
    -13	12	-5	2	-5	-0.1	-5	-10	-8	-3
> CCCCCc1c(C)c(C#N)c2nc3ccccc3n2c1-n1ccnc1C
    2	2	-14	0	-5	0.0	7	-4	0	0
> CC(C)(C)NC(=O)NC(=O)COC(=O)C1CCN(S(=O)(=O)c2cccs2)CC1
    1	6	-5	-5	-4	-0.9	-4	-5	-2	0
> Fc1ccc(-c2nc3n(n2)Cc2ccccc2-3)cc1
    7	4	2	-2	0	-0.4	1	-4	-3	2
> COc1ccc(Cl)cc1N(CC(=O)Nc1ccccc1C(=O)NCc1ccco1)S(C)(=O)=O
    15	2	4	4	6	0.6	-4	-6	18	5
> CC(C)(C)c1ccc(OCC(O)CN(CCO)CC(O)Cn2ccc3ccccc32)cc1 (stereo unspecified)
    4	-2	5	-5	0	-1.0	-3	5	14	3
> Cc1cc(C)cc(NC(=O)CCCn2nc(C)c3c(C)n(-c4ccccc4)nc3c2=O)c1
    -4	15	0	2	0	-0.5	4	-4	-9	1
> CN=C(C)/C(C(=O)OC)=C(/O)c1c(F)cccc1F
    -7	3	2	-8	-3	-0.1	4	3	-13	2
> Cc1cc(C)cc(NC(=S)NCCN(C2CCCCC2)C2CCCC2)c1
    0	3	3	0	-1	0.1	2	18	4	2
> CCOc1ccc(CC(=O)OCc2cc(=O)n3cc(Br)ccc3n2)cc1
    -9	-7	-3	4	-7	0.2	0	-6	-1	-1
> O=C(COc1cccc(C(F)(F)F)c1)NNC(=O)c1ccc(=O)[nH]c1
    -5	5	-3	6	-4	-0.6	4	-15	-13	-4
> Cc1cccc(C)c1NC(=O)CN(C)C(=O)CN1C(=O)NC2(CCCC2)C1=O
    3	-15	4	4	-3	0.0	1	10	13	3
> Cc1cc(CN(C)C(=O)c2ccc(OC3CCN(Cc4ccccn4)CC3)cc2)on1
    -9	-1	-4	5	-1	-0.5	-4	0	-5	-2

Part of the list above, as comma-separated lines:
canonical_smiles,ADAM10 inh,TDP2 absorb,PLCg1 inh,DDE Tn7 FP inh,ADAM17 inh,proKLK7 act,Tn6 DDE FP,ARFGAP1 inh,ASAP1 GAP inh,LEDGF integ inh
O=C(NC1CCN(S(=O)(=O)c2ccc(F)cc2)CC1)c1cccnc1,1,1,0,3,-6,0.0,4,5,1,-6
COC(=O)C[C@H]1CC[C@H]2[C@H](COc3ccc(NC(=O)Nc4ccccc4F)cc3C(=O)N2C)O1,2,-7,0,-4,0,0.7,3,.,.,1
Cc1ccc(NC(=O)C(=O)NC(C)C2COc3ccccc3O2)cc1 (stereo unspecified),1,-2,1,8,-1,0.7,-1,4,4,-1
Cc1nn(C)cc1CN(C)C(=O)c1cc2nc(-c3ccco3)cc(C(F)(F)F)n2n1,-214,2,i,0,-63,16*,7,-2,4,-1
CCOC(=O)c1c(NC(=O)C2CCCCC2)sc2c1CCN(CC)C2,-13,-5,-2,-3,-4,-0.3,5,1,10,-1
Cc1cc(C)n2nc(SCC(=O)Nc3ccccc3C)nc2n1,3,4,0,8,-5,-0.5,-5,4,-9,-7
CCCOc1ccc2cc(C(=O)NCc3ccccc3)c(=O)oc2c1,-458,-16,-58,6,-186,-0.4,3,2,1,-5
Cc1occc1C(=O)N/N=C/c1cnn(C)c1C,-2,-7,-2,3,-3,0.4,3,2,-9,-5
COCCN(CCOC)S(=O)(=O)c1ccc(C(=O)Nc2nnc(CSC)o2)cc1,11,-11,4,-6,4,-0.7,-6,2,11,-2
CC1C(C#N)=C(N)OC2=C1C(=O)CC(C)(C)C2 (stereo unspecified),-13,12,-5,2,-5,-0.1,-5,-10,-8,-3
